PNC inhibitor: inhibitors of perinucleolar compartment assembly; PC3M PTB-GFP, PNC prevalence imaging, 16 h; hits give low values; activity change (PNC), negative = inhibition, % at 10 µM; hit rate 3.1% among 140,000;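 active means readout at or below -70, meaning at least 70% loss of cells showing the perinucleolar compartment, a nuclear body marking cancer cells; inconclusive means readout between -30 and a set limit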;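 further: plate controls were DMSO wells for no effect and camptothecin positive control wells for full effect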
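Compounds are pinned in duplicate onto adhered PC3M cells stably expressing GFP-tagged PTB and incubated 16 h at 37 C. Cells are then fixed, nuclei stained with Hoechst, and PNC-positive cells counted.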
ALOX15B inhib: inhibitors of human 15-lipoxygenase 2 (ALOX15B); O15296; purified 15hLO-2, xylenol orange hydroperoxide absorbance; Potency, µM (series often up to 57.1 µM), for inactives: top-dose activity change, negative = inhibition, most hits filed as inhibitors; hit rate 0.56% among 110,000; further: potency means the concentration at half of the fitted maximal effect; nearly all actives have a fitted effect of over 60% in size; many of its hits are not listed in these tables
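Enzyme 50 nM, AA 45 uM, 25 mM Hepes pH 7.5 + 0.01% Triton X-100; cpd preinc 15 min RT, rxn 90 min RT; stop/detect with 200 uM XO + 300 uM Fe(II) in 50 mM H2SO4, 30 min; A573/A405.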
IMPase inh: IMPase inhibition in cells | CHO-M1 cells, IP1 accumulation, HTRF TR-FRET ratio | P97697 | 120,000 tested, under 10 active | inhibition (IP1 accumulation), % at 46.1 µM; active means well fitted curve in the direction sought with a large enough effect in the signal ratio, not every such curve was filed as active; inconclusive means small, poorly fitted or top-dose-only effect, or a change in a side signal; inactive means no such curve, though single readings can be large or run the other way; the % refers to the signal ratio;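 further: cells stimulated with carbachol in lithium chloride buffer; plate controls were DMSO basal wells for no effect and reference inhibitor wells for full effect; higher means more IMPase inhibition seen as more IP1 and lower FRET ratio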
Target sequence (P97697 whole entry, looked up): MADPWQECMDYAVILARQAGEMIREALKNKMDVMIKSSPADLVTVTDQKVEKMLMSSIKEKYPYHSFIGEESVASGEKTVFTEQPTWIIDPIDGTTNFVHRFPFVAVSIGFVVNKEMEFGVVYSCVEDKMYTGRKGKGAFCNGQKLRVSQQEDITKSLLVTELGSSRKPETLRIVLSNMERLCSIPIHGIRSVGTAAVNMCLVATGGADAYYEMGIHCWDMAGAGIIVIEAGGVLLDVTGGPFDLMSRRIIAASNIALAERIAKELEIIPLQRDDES
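Carbachol-driven Gq signalling in CHO-M1 cells (2000/well) generates IP1. Compounds that block IMPase raise IP1 and so reduce the FRET signal from Eu-anti-IP1 and d2-IP1 after a 10 min room-temperature lysis.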
ALOX12 inhib: inhibitors of human 12-lipoxygenase (ALOX12); purified 12-hLO, xylenol orange hydroperoxide absorbance; hit rate 0.12% among 150,000; Potency, µM (doses to about 57.1 µM), for inactives: at the top dose activity change, negative = inhibition, hits mostly inhibitors; P18054; further: potency means the concentration at half of the fitted maximal effect; nearly all actives have a fitted effect of over 55% in size; many of its hits are not listed in these tables
Target sequence (P18054 whole entry, looked up): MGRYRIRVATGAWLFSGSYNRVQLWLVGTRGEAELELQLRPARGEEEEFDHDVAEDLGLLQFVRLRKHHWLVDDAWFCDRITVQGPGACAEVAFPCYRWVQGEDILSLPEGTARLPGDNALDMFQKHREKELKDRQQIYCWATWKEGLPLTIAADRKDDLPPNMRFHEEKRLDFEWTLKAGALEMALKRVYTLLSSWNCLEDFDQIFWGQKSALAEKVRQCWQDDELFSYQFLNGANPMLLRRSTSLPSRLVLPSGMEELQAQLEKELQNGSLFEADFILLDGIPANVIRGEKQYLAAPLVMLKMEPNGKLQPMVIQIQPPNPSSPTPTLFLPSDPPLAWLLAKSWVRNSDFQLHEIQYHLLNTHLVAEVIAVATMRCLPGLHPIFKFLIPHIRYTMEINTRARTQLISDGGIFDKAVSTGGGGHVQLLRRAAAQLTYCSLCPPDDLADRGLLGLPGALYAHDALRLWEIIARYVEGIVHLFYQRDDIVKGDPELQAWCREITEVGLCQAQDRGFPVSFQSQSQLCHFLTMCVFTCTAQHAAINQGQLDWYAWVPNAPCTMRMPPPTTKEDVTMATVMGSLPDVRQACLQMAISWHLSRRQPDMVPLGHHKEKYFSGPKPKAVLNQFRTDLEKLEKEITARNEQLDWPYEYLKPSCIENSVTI
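Hydroperoxide formation by human 12-lipoxygenase from 40 uM arachidonic acid was followed colorimetrically via ferric-xylenol orange complex, using the 573/405 nm absorbance ratio. Enzyme concentration was 150 nM, with 30 min reaction at room temperature.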
* marks the source's active call; other numbers are inactive results; ? = inconclusive; / = not tested or not shown; [ ] = another dose, or the depositor's remark. Unless noted, the call rests on the fitted dose curve; in most records, active means well fitted curve in the direction sought with a large enough effect; inconclusive means small, poorly fitted or top-dose-only effect, or another doubt; inactive means no such curve, though single readings can be large; an effect the other way counts as inactive or inconclusive. Unless noted, on the % scale 0 is the no-effect control and ±100 the full control effect.

IMPase inh	PNC inhibitor	ALOX12 inhib	ALOX15B inhib	Molecule
/	-22	-3%	/	Cc1cccc(NC(=O)/C(C#N)=C/c2cn(CC(=O)NCc3ccco3)c3ccccc23)c1
-3	7	-6%	-7%	O=C(COC(=O)Cc1ccc(S(=O)(=O)N2CCOCC2)s1)NCc1ccc(Cl)cc1
-6	-9	-12%	14%	CCOc1ccc(NC(=O)CCN2CCN(S(=O)(=O)c3ccc(Cl)cc3)CC2)cc1
/	?	2%	/	COc1ccccc1OCCOCCOc1ccc(C)cc1Br
1	?	-8%	10%	COCCCNC(=O)CN(c1ccc(Cl)c(Cl)c1)S(C)(=O)=O
-9	?	1%	-6%	Clc1ccc(OCc2nn3c(-c4ccccc4)nnc3s2)c(Cl)c1
-7	?	-1%	-7%	COc1ccc(C(=O)NCC(=O)OC2CCCCC2=O)cc1 (stereo not given)
5	35	-7%	6%	CCCS(=O)(=O)N1CCCC(C(=O)NCCCN2CCN(c3cccc(Cl)c3)CC2)C1 (stereo not given)
2	?	0%	/	Cc1cc(C(=O)CN2CCCC(C)C2)c(C)n1-c1ccc(F)cc1 (stereo not given)
0	-27	1%	-6%	O=C(O)c1ccc(NS(=O)(=O)c2cccc3nsnc23)cc1
9	?	-8%	3%	COc1ccc(OC)c(S(=O)(=O)NCc2csc(-c3ccccc3)n2)c1
1	?	-7%	2%	COC(=O)CN(Cc1ccccc1)S(=O)(=O)c1ccc(OC)c(OC)c1
2	-83*	0%	5%	COc1ccc(OCC(O)CN2C(=O)c3ccccc3S2(=O)=O)cc1 (stereo not given)
/	18	-19%	/	Cc1ccc(C(=O)/C=C\Nc2ccc(C)c(C)c2)cc1
9	?	-10%	11%	COc1ccc(-c2nn3c(COc4ccccc4)nnc3s2)cc1OC
/	-8	-7%	/	COc1ccc2c(c1)-c1nc(/N=C/c3ccc(O)c(OC)c3)sc1CC2
4	-25	-2%	3%[2.29 µM]	O=C(NCCCCNC(=O)c1c(F)c(F)c(F)c(F)c1F)c1c(F)c(F)c(F)c(F)c1F
/	62	3%	/	O=C(CSc1cccc(C(F)(F)F)c1)Nc1cc(S(=O)(=O)N2CCCC2)ccc1Cl
/	-8	0%	/	CCOC(=O)c1ccc(OS(=O)(=O)c2ccccc2)c(OC)c1
2	?	1%	7%	Cc1csc(SCC(=O)c2c(N)n(CC(C)C)c(=O)n(C)c2=O)n1

Already shown: entries from further up.
IMPase inh	PNC inhibitor	ALOX12 inhib	ALOX15B inhib	Molecule
/	18	-19%	/	Cc1ccc(C(=O)/C=C\Nc2ccc(C)c(C)c2)cc1
9	?	-10%	11%	COc1ccc(-c2nn3c(COc4ccccc4)nnc3s2)cc1OC
/	-8	-7%	/	COc1ccc2c(c1)-c1nc(/N=C/c3ccc(O)c(OC)c3)sc1CC2

More entries follow:
IMPase inh	PNC inhibitor	ALOX12 inhib	ALOX15B inhib	Molecule
1	-21	-8%	5%	CCCCN(C(=O)Cn1nnc2ccccc21)C(C(=O)NCc1ccco1)c1ccncc1 (stereo not given)
2	3	5%	9%	Cc1ccc(NC(=O)N(CCCN2CCOCC2)Cc2cccnc2)cc1C
3	?	-4%	-6%	CC1CCC2(CC1)NC(=O)N(CC(=O)NC(=O)NC1CCCC1)C2=O (stereo not given)
/	-15	0%	/	COC(C(=O)Nc1ccc(S(=O)(=O)Nc2c(C)cccc2C)cc1)c1ccccc1 (stereo not given)
2	27	-3%	6%	Cc1cc(C(=O)Nc2ccccc2N2CCOCC2)c2ccccc2n1
0	-23	-1%	/	COc1ccc2nc(NC(=O)CSc3nc(SC)ns3)sc2c1
4	?	-8%	-1%	CCCC(=O)Nc1cc(OC)c(NC(=O)NC2CCCCC2)cc1OC
1	5	2%	-4%	COc1ccc(C(=O)NCC(=O)N2CCC(C)CC2)cc1OC
0	-11	-3%	-3%	CC(=O)N1c2ccccc2NC(=O)C1(C)C
-1	7	2%	6%	Cc1ccc2nc(-c3cccnc3)oc2c1
?	33	-18%	-8%	Cc1ccc(C(=O)O)cc1N1C(=O)c2cccc3cc(Br)cc(c23)C1=O
2	64	-23%	-10%	COc1ccc(CCNc2cc(-c3ccccc3)nc3ncnn23)cc1
-1	?	-14%	-8%	Cc1csc(-c2coc3cc(O)cc(C)c3c2=O)n1
2	43	-4%	0%	N#Cc1ccccc1Sc1ccccc1C(=O)N1CCOCC1
/	-20	1%	/	COC(=O)c1ccc(C(=O)OC)c(NC(=S)N2CCN(c3ccccc3F)CC2)c1
-2	26	-16%	-5%	CCOc1cccc(/C(O)=C2/C(=O)C(=O)N(Cc3ccco3)C2c2ccncc2)c1 (stereo not given)
-2	43	11%	-6%	Cc1ccc(SC(C)C(=O)Nc2cccc(N(C)S(C)(=O)=O)c2)cc1 (stereo not given)
-3	-21	-3%	-7%	CN(CC(=O)Nc1ccncc1)S(=O)(=O)c1ccc(Cl)cc1
-2	?	-1%	-5%	O=C(O)CN1C(=O)C2(OCCCO2)c2ccccc21
4	-15	-4%	-5%	CCOC(=O)c1cnc(SCC(=O)c2ccccc2)nc1N
/	?	0%	/	CC1CCCN(Cc2c(O)ccc3c2O/C(=C\c2ccco2)C3=O)C1 (stereo not given)
5	2	-9%	2%	CCOC(=O)N=S(=O)(Oc1ccc([N+](=O)[O-])cc1)c1ccccc1 (stereo not given)
/	/	-2%	33%[activator]	COC(=O)c1ccc(C(NC(=O)OCc2ccccc2)/C(=C/[C@@H](C)C(=O)NCCc2c[nH]c3ccccc23)c2cccnc2)cc1 (stereo not given in full)
/	11	-3%	/	CC(/C=C1\SC(=S)N(CC(=O)N2CCN(c3ccccc3)CC2)C1=O)=C\c1ccccc1
5	4	-4%	-1%	CCOc1cc(C(=O)OCC(=O)c2c[nH]c3ccccc23)ccc1OCC(=O)N1CCOCC1
-2	26	9%	2%	O=C(COc1ccc(S(=O)(=O)NCc2ccccc2)cc1Cl)NCC1CCCO1 (stereo not given)
8	-4	-5%	1%	CCOc1ccc(-c2c(=O)n(OCc3ccccn3)c3ccccc3[n+]2[O-])cc1
/	-19	-6%	/	CCNC(=S)N/N=C(\C)c1ccc(N2CCOCC2)cc1
1	11	3%	-2%	O=C(c1cccnc1)N1CCc2ccccc2C1
3	33	-5%	-3%	CCOc1ccc2[nH]c(=O)c(=O)[nH]c2c1
-1	-3	6%	0%	Nc1ccc(CCc2nc3ccccc3o2)cc1
-1	-22	0%	/	CN1C(=O)c2cccc3c(S(=O)(=O)Nc4ccccn4)ccc1c23
-3	31	-3%	-11%	Cc1cc(C)c(S(=O)(=O)N2CCN(c3ccc([N+](=O)[O-])c(NCc4ccco4)c3)CC2)c(C)c1
-3	25	-10%	-3%	O=C1NC2(C=Cc3c(ccc4ccccc34)O2)Oc2ccccc21 (stereo not given)
1	49	-7%	5%	O=C(Nc1ccccc1N1CCCCC1)c1cccc(F)c1
/	-22	-3%	/	O=C(COC(=O)CC(c1ccccc1)c1ccccc1)Nc1cccc(F)c1
3	-84*	-3%	-13%	Cc1ccccc1N(C)S(=O)(=O)c1ccc2[nH]cc(C(=O)NCC3CCCO3)c(=O)c2c1 (stereo not given)
4	?	0%	-5%	CCOc1cc(N2CCOCC2)c(OCC)cc1NC(=O)c1nc2nc(C)cc(C)n2n1
-4	-18	-6%	/	COc1cc([N+](=O)[O-])ccc1N
?	47	-1%	1%	CCOC(=O)c1nnn(CC(=O)Nc2cc(F)ccc2F)c1C(=O)OCC

Overlap with the part before: 3 entries, followed by the next part.
IMPase inh	PNC inhibitor	ALOX12 inhib	ALOX15B inhib	Molecule
4	?	0%	-5%	CCOc1cc(N2CCOCC2)c(OCC)cc1NC(=O)c1nc2nc(C)cc(C)n2n1
-4	-18	-6%	/	COc1cc([N+](=O)[O-])ccc1N
?	47	-1%	1%	CCOC(=O)c1nnn(CC(=O)Nc2cc(F)ccc2F)c1C(=O)OCC
2	?	4%	-1%	OCc1cn(-c2ccccc2)nc1-c1cccnc1
5	-20	1%	/	CCn1c(SCC(=O)N/N=C/c2cc(OC)c(O)c(OC)c2)nc2ccccc21
6	0	-10%	41%[activator]	O=C(COc1ccccc1CNCc1ccccc1)Nc1ccccc1
11	19	1%	6%	COc1ccc(C(=O)N2CCCC2)cc1S(=O)(=O)N1CCOCC1
4	30	-1%	24%	Cc1[nH]n(-c2ccccc2)c(=O)c1/C=N/NC(=O)c1cccc([N+](=O)[O-])c1
-4	92	0%	/	CCOC(=O)c1c(NC(=O)COC(=O)c2c(C)noc2C)sc2c1CCC2
/	-11	-7%	/	N#Cc1ccccc1Cn1cc(/C=C/[N+](=O)[O-])c2ccccc21
16	-26	-11%	-8%	COc1ccc(C(=O)/C(=C\c2ccco2)N2C=CC=CC2=C(C#N)C#N)cc1
8	-2	-5%	42%[activator]	O=C(NCCCn1ccnc1)c1noc2c1CCc1ccccc1-2
/	-19	1%	/	Cc1ccccc1NC(=S)NC(C)C(c1cccs1)N1CCOCC1 (stereo not given)
-1	40	3%	5%	COCCn1c(Sc2ccc(C)cc2)nc2c1c(=O)[nH]c(=O)n2C
14	-100*	-4%	/	COc1cc(C(=O)OCC(=O)N(C)Cc2ccccc2)cc(OC)c1OC
4	14	?	-9%	CSc1nc2c(c(-c3ccc(O)cc3)c1C#N)CCC2
/	-6	-1%[0.00818 µM]	0%[0.0915 µM]	O=C1OCCN1C(=O)[C@H]1[C@H](c2ccc(Cl)cc2)C(c2cccc(Cl)c2)=NN1c1ccccc1
0	?	1%	10%	Cc1cc(C)nc(SCC(=O)OCN2C(=O)c3ccccc3C2=O)n1
1	32	-1%	-11%	O=C(Cc1cc(=O)[nH]c(=O)[nH]1)NCC1CCCO1 (stereo not given)
/	39	0%	/	COc1ccc(CNC(=O)C(=O)NCC2OCCN2S(=O)(=O)c2ccc3c(c2)OCCO3)cc1 (stereo not given)
0	/	-5%	?	CC(C)(Sc1ccc(CCN(CCCCC2CCCCC2)C(=O)NC2CCCCC2)cc1)C(=O)O
-6	-3	-4%	-2%	O=S(=O)(c1ccccc1)c1cccc(S(=O)(=O)N2CCCCC2)c1
5	-18	8%	-10%	CCn1c(SCC(=O)c2ccc(OC)cc2)nnc1C(C)NC(=O)c1ccc(OC)cc1 (stereo not given)
1	-20	2%	-1%	COc1ccc(C2C(C(=O)Nc3ccccn3)=C(C)Nc3ncnn32)c(OC)c1 (stereo not given)
6	-27	-1%	2%	CCn1nnnc1Oc1ccc(Cl)cc1
6	-1	5%	-2%	CC(C)C(=O)N1CCN(c2c(Cl)cccc2[N+](=O)[O-])CC1
-7	21	1%	/	COc1ccc(-c2cc(N3C(=O)Nc4ccccc4N3O)n[nH]2)cc1OC
/	5	0%	/	O=C(Nc1ccccc1)c1cccnc1NCCc1ccccc1
-1	29	2%	0%	CC(C)OCCCNC(=O)CCN1C(=O)COc2ccccc21
/	28	-2%	/	Cc1ccc(NC(=O)CSc2nnc(-c3cccnc3)n2CCN2CCCCC2)cc1
0	?	-4%	-2%	CCOC(=O)NNC1CC(=O)N(c2ccc(OC)cc2)C1=O (stereo not given)
0	-20	-4%	/	O=C(COC(=O)Cc1ccccc1[N+](=O)[O-])NCc1ccc(Cl)cc1
-8[1.84 µM]	-10	2%	-6%[11.4 µM]	COc1cc2c(C#N)c(N3CCN(c4ccccc4OC)CC3)nc(N)c2c(N)n1
5	?	-6%	-1%	CCOC(=O)CSc1nnc(CNC(=O)c2cccs2)n1Cc1ccccc1
-3	10	3%	4%	CCOC(=O)c1sc(NC(=O)c2ccc(S(=O)(=O)N(C)C)cc2)nc1C
0	39	-1%	31%[activator]	Cc1nn(Cc2ccccc2Cl)c(C)c1NC(=O)NC12CC3CC(CC(C3)C1)C2
-10	?	1%	/	CCC1CCC2(CC1)NC(=O)N(CC(=O)c1c(C)[nH]c3ccccc13)C2=O (stereo not given)

Only part of the results is shown; rates above refer to the full screens.
